# Compound activity deposited in PubChem by several laboratories.
# C-LANA FP – inhibitors of KSHV LANA C-terminal domain DNA binding; MBP-C-LANA/FAM-LBS DNA binding, fluorescence polarization; inhibition, % at 9 µM; 340,000 compounds, 0.078% hits;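 active = highest replicate inhibition at or above 60% at 9 µM, even if other replicates fall short; inactive = all replicates below 60% inhibition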;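 note: 0% = neutral control wells and 100% = 4 µM acridine orange control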
# Keap1-Nrf2 PPI – inhibitors of human Keap1-Nrf2 protein-protein interaction; Q14145; Keap1 Kelch-Nrf2 peptide fluorescence polarization, 1536-well; inhibition, % at 9.4 µM; 340,000 compounds, 0.15% hits; in the data active = inhibition above about 12%;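 note: human Keap1 Kelch domain with fluorescein labeled Nrf2 9mer peptide probe; 0% = neutral control wells and 100% = peptide positive control; higher means more block of Keap1 binding to Nrf2 peptide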
# RTF Ca sens act – cardiac RTF calcium sensitization; activation, % at 7.2 µM; IANBD-labeled TnC RTF fluorescence at EC20 calcium; 0% EC20 calcium, 100% full calcium; 340,000 compounds, 0.24% hits; P19429+P45379;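 active = activation above the mean over all tested compounds plus 3 SD, cut at about 30% in these data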;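 note: rise in fluorescence read as greater calcium sensitivity of cardiac thin filaments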
# CDK5 p35 inh – inhibitors of human CDK5/p35 kinase; Recombinant CDK5/p35, ADP-Glo luminescence, 60 min; 330,000 compounds, 0.01% hits; Q00535+Q15078; inhibition, % at 10 µM;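 active = highest replicate inhibition of at least 50% and at least 75% of replicates reaching 50%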;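 note: plate controls were DMSO neutral control for no effect and GW8510 at 10 µM for full effect; many of its hits are not listed in these tables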
# Mot1-301 SUMO – blocks SUMOylation pathway, rescuing yeast Mot1-301 growth; 320,000 compounds, 1% hits; growth rescue, % at 18.8 µM; AID 2716; S. cerevisiae Mot1-301 growth rescue, ATP luminescence, 38.5C; percent above DMSO median, 100 means doubled;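 active = every valid replicate shows activation above 250% relative to neutral control wells; inactive = the rest, any valid replicate at or below 250%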;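 note: OY570 slx delta 5 strain wells were the positive control but not used for scaling; some compounds called inactive have numbers as strong as hits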
# Rtt109 HAT inh – inhibitors of Candida albicans Rtt109/Vps75 histone acetyltransferase | inhibition, % at 34.9 µM | Q5AAJ8 | AID 540336 | 330,000 compounds, 0.16% hits | purified Rtt109/Vps75, ThioGlo CoA-SH fluorescence, 4 h;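 active = inhibition of at least 50% in every replicate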
# NSD2 inh – inhibitors of human histone methyltransferase NSD2; inhibition, % at 12.5 µM; NSD2 peptide methylation, AlphaScreen, 120 min; 310,000 compounds, 0.54% hits; AID 743445; in the data active = inhibition above about 50%
# Target sequence (O96028 whole entry, looked up): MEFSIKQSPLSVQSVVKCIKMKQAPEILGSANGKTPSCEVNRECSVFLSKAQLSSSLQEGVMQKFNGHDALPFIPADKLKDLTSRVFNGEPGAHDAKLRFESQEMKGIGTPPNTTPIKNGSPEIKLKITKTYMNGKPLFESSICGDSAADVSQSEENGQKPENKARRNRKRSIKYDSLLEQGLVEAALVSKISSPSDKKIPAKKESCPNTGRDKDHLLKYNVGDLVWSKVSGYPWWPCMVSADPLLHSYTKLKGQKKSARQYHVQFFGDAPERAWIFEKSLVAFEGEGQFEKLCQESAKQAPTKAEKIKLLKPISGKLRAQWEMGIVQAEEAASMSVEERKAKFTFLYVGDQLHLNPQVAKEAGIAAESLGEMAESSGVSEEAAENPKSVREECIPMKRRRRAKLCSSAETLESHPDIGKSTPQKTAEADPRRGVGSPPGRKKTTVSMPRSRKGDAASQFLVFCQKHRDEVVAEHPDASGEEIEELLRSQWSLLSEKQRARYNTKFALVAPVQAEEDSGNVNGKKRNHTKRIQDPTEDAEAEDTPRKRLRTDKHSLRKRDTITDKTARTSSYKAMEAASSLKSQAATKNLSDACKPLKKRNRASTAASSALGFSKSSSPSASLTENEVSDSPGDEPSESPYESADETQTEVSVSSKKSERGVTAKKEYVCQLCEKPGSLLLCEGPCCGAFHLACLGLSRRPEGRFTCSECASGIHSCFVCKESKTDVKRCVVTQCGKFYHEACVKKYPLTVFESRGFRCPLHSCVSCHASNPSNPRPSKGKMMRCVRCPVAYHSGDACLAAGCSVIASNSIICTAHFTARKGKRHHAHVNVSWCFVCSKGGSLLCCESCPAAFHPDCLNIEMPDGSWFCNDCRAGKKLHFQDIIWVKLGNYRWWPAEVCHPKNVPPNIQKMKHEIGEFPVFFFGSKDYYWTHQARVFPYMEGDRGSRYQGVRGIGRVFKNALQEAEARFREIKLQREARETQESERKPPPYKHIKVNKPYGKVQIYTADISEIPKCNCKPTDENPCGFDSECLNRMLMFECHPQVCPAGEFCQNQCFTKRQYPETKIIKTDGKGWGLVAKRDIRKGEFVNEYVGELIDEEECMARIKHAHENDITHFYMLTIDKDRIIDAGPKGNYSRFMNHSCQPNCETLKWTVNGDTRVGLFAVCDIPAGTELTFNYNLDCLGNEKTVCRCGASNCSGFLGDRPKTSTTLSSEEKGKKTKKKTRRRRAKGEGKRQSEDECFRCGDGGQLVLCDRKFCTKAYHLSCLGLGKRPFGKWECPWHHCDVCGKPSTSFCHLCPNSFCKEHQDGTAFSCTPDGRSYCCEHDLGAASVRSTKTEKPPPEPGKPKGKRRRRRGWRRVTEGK
# dFosB act – activators of mouse delta FosB homodimer; P13346; purified delta FosB, TAMRA-CDK5 oligo fluorescence polarization; percent of positive-control signal above neutral wells; activation, % at 25 µM; 340,000 compounds, 0.99% hits;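 active = mean activation above about 17%, with every replicate also reaching it, limit read from the data, passing the limit was not always enough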;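 note: fluorescence polarization rise as delta FosB binds a TAMRA Cdk5 AP-1 oligo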
# Cardiac RTF inh – cardiac RTF calcium desensitization; P19429+P45379; IANBD-labeled cardiac RTF, Ca2+ fluorescence; inhibition, % at 7.15 µM; 340,000 compounds, 0.12% hits; AID 493244;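 active = inhibition above the mean inhibition of all tested compounds plus 3 SD, cut at about 17% in these data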;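 note: assay run at fixed EC70 calcium of 1.6 mM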
# PvdQ acylase – blocks Pseudomonas aeruginosa PvdQ acylase activity. purified PvdQ acylase, fluorescence plate reader. inhibition, % at 10 µM. 340,000 compounds, 0.063% hits; in the data active = inhibition above about 30%, passing the limit was not always enough;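 note: 0% = vehicle neutral wells and 100% = reference inhibitor wells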
# PfHsp90 yeast 2 – inhibits growth of yeast expressing Plasmodium falciparum Hsp90. S. cerevisiae expressing PfHsp90, BacTiter-Glo ATP, 48 h; yeast lacking PDR1 and PDR3 efflux regulators. inhibition, % at 9.4 µM. 310,000 compounds, 0.32% hits. AID 504621;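 active = every replicate shows inhibition above about 80%, whatever the replicate mean, limit read from the data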;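 note: 0% = DMSO neutral controls and 100% = 20 µM radicicol positive controls; yeast relying on Plasmodium falciparum Hsp90 in place of its own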
# An asterisk follows results filed as active; i = inactive; · = no result given. Not a hit list. Share with any hit: about 3.2%.
SMILES,C-LANA FP,Keap1-Nrf2 PPI,RTF Ca sens act,CDK5 p35 inh,Mot1-301 SUMO,Rtt109 HAT inh,NSD2 inh,dFosB act,Cardiac RTF inh,PvdQ acylase,PfHsp90 yeast 2
CC(C)(C)OC(=O)N1CCC(C(=O)Nc2cccc(C(=O)N3CCCC3)c2)CC1,-2.5,-4,-1,0.2,·,-6,·,-9,-3,-13,19
Cc1cc(C)nc(N2CCCC(C(=O)Nc3cccc(Cl)c3)C2)n1 (centres undefined),0.5,-7,4,-3.1,680,-9,-5,-2,-5,-17,-5
COc1ccc(N(CC(=O)N2CCC(C(N)=O)CC2)S(=O)(=O)c2ccccc2)cc1,0.1,-2,-8,1.1,4,0,31,-7,-19,-16,-4
CC(C)(Oc1ccc(CCNC(=O)c2ccc(Cl)cc2)cc1)C(=O)O,-2.0,2,-12,0.7,3,-6,·,4,11,3,-6
CC(=O)N[C@@H](C)C(=O)N1CCC(n2nccc2NC(=O)CCCc2ccccc2)CC1,-0.4,-2,-1,-2.2,0,-15,-7,-3,-7,-18,18
O=[N+]([O-])c1ccc(O)c(NC(=S)Nc2ccccc2)c1,-1.3,-3,-1,1.7,·,14,14,2,-3,-12,-34
COC(=O)C(C)N(C#N)c1nc(C)nc(C)n1 (centres undefined),0.6,-3,-2,-1.5,-3,15,1,-3,-5,-5,8
O=c1[nH]nc2n1CCCCC2,-0.1,-6,-8,0.2,2,1,-5,3,3,-11,2
Cc1cc(C)c(NC(=O)COC(=O)COc2ccc3c(C)cc(=O)oc3c2)c(Cl)c1,-1.3,0,-1,0.1,-5,-1,2,-6,-7,-14,0
CCSc1cc(N2CCCC2)nc(-c2ccc(Cl)cc2)n1,3.7,-5,20,-0.7,-16,-5,·,-8,-1,-2,4
N=C(N)SCc1nc2ccccn2c1Br,-0.4,0,4,1.1,11,26,16,0,-15,-6,-22
Cc1ccc(S(=O)(=O)N2CCOCC2)cc1NC(=O)C1=NN(c2ccccc2)C(=O)CC1,0.0,3,-1,0.2,-12,-2,0,-9,2,-7,-4
COc1ccc(-c2nc3ccccc3nc2-c2ccc(OC)cc2)cc1,2.3,1,-7,-0.2,-12,-3,-26,-5,0,-12,-7
COc1ccc(OCCCC(=O)OCC(=O)c2ccc3c(c2)NC(=O)CO3)cc1,0.7,0,-14,-2.0,-3,-2,0,-2,-2,-6,17
CCOC(=O)CSCc1nc(-c2ccc(Cl)cc2)oc1C,-0.2,0,1,-0.7,i,-16,·,3,-5,2,6
COc1cccc(NC(=O)CN(C)C(=O)c2ccc(S(=O)(=O)Nc3ccccc3F)cc2)c1,1.4,5,2,-1.7,·,-9,1,-9,-2,-1,15
CCOc1cc(C2C3=C(CC(C)(C)CC3=O)N(CCCOC)C3=C2C(=O)CC(C)(C)C3)ccc1O,-1.8,-3,-2,-0.6,-29,2,1,-13,-1,-5,25
CC1(C)C(/C=C/C=C/C=C/C=C2\N(CCCCS(=O)(=O)O)c3ccc4ccccc4c3C2(C)C)=[N+](CCCCS(=O)(=O)[O-])c2ccc3ccccc3c21,27,-8,-11,1.0,-25,19,·,-15,20*,10,-14
S=C(Nc1ccccc1)N(CCN1CCOCC1)Cc1cccc(Cl)c1,0.5,1,-5,2.0,4,6,·,0,-4,-11,·
CC1Sc2ccc(S(=O)(=O)CCC(=O)N(C)Cc3ccco3)cc2NC1=O (centres undefined),0.7,-3,-4,·,-16,4,-4,-1,-4,-15,0
Cc1ccc(C(=O)NN2CC(O)=C(c3nc(-c4cccc([N+](=O)[O-])c4)cs3)C2=N)cc1,-0.6,2,-3,-0.8,121,-10,0,-4,-17,11,2
C/C(N)=C(/C#N)C(=O)COC(=O)c1cccc(O)c1,0.7,-4,5,0.2,·,-6,-10,-10,-10,-7,·
Cc1cccc(NC(=O)C2CC(O)CN2C(=O)Oc2ccccc2)c1 (centres undefined),0.5,0,-6,-0.3,11,2,0,4,3,-5,-13
O=c1ccc(NS(=O)(=O)c2ccccc2)cn1Cc1ccc(Cl)c(Cl)c1,0.2,-4,6,-2.2,11,-1,0,-19,10,-7,-165
O=S(=O)(c1ccc(N2CCN(Cc3ccccc3)CC2)nc1)N1CCCC1,0.1,-2,0,0.5,1,-6,1,-11,1,-8,2

# Among those listed so far, these contain a cyano group:
SMILES,C-LANA FP,Keap1-Nrf2 PPI,RTF Ca sens act,CDK5 p35 inh,Mot1-301 SUMO,Rtt109 HAT inh,NSD2 inh,dFosB act,Cardiac RTF inh,PvdQ acylase,PfHsp90 yeast 2
COC(=O)C(C)N(C#N)c1nc(C)nc(C)n1 (centres undefined),0.6,-3,-2,-1.5,-3,15,1,-3,-5,-5,8
C/C(N)=C(/C#N)C(=O)COC(=O)c1cccc(O)c1,0.7,-4,5,0.2,·,-6,-10,-10,-10,-7,·

# Following part
SMILES,C-LANA FP,Keap1-Nrf2 PPI,RTF Ca sens act,CDK5 p35 inh,Mot1-301 SUMO,Rtt109 HAT inh,NSD2 inh,dFosB act,Cardiac RTF inh,PvdQ acylase,PfHsp90 yeast 2
CNS(=O)(=O)c1ccc(C(=O)NCC(=O)NCCc2ccc3c(c2)OCCO3)cc1,-0.3,0,-5,0.8,3,2,2,-4,0,-6,0
COC(=O)C1CCN(C(=O)COC(=O)c2ccc(=O)n(Cc3ccccc3)n2)CC1,0.9,2,-5,-0.4,-15,-2,4,2,-2,-4,-17
COCc1ccc(C(=O)N2CCCC(Nc3ccc(F)c(F)c3)C2)s1 (centres undefined),-0.7,-3,-3,1.3,6,-4,23,-11,-1,-10,-10
O=C(COC(=O)c1ccc2c(c1)OCCO2)Nc1ccc(F)cc1F,0.2,-3,-5,1.4,-7,-19,-2,0,4,-12,·
CC1CCN(S(=O)(=O)c2ccc3ncn(CC(=O)N4CCN(C)CC4)c(=O)c3c2)CC1,-0.4,-2,1,0.5,6,3,-1,-10,-1,2,-1
O=C(CCCc1c[nH]c2ccccc12)Nc1ccc(S(=O)(=O)Nc2ncccn2)cc1,-0.2,4,2,-0.4,759*,-2,0,0,-5,-15,18
CCOc1ccc(NC(=O)CN2C(=O)CSc3ccc(S(=O)(=O)N4CCOCC4)cc32)cc1,0.9,-3,1,·,-12,-4,-6,1,-7,-8,-3
O=C(Cn1cnc2c(OCc3ccccc3)ncnc21)NCc1ccccc1,-0.1,1,-2,2.2,-17,0,·,-2,-3,7,-7
O=C(CN1C(=O)CSc2ccc(S(=O)(=O)N3CCOCC3)cc21)NCCCN1CCc2ccccc2C1,0.2,1,-8,-0.4,4,4,1,4,11,2,2
COc1ccc(Cc2ccccc2C(=O)O)cc1,6.9,7,-2,2.1,·,·,50*,1,5,4,-23
CC(C)CNS(=O)(=O)c1cc2c3c(c1)CCC(=O)N3CCC2,0.2,0,0,-2.6,1,-3,-1,-2,6,3,5
CCc1nnc(NS(=O)(=O)c2ccc(N/C=C(\C=O)c3nc4cc(Cl)ccc4o3)cc2)s1,-1.6,3,0,1.9,-9,·,-2,-26,-4,-3,22
CC(C)(C)c1nc(CN2CCCCC2)cc(CN2CCCCC2)c1O,-1.4,-2,-7,-0.6,-13,-2,-1,-22,-6,-4,-15
O=C(CCC(=O)N/N=C/c1ccccc1O)NCc1ccccc1,-1.0,-6,5,-6.2,-14,-4,5,-12,-7,-17,-23
COc1cccc(/C=N/Nc2nc3ccccc3n3cnnc23)c1,-1.5,-7,4,0.4,-8,-3,-1,3,-7,-14,3
CC1CCN(C(c2ccc(N(C)C)cc2)c2nnnn2Cc2ccc(F)cc2)CC1 (centres undefined),0.6,2,-4,-1.0,18,-8,·,-8,-13,2,12
CCN(CC)C(=O)c1ccc(S(=O)(=O)NCc2cccnc2)cc1,-0.7,-1,-4,-0.4,-8,6,1,4,0,9,5
COC(=O)c1ccc(C(=O)OC)c(NC2=NS(=O)(=O)c3ccccc32)c1,1.4,-7,10,0.1,-11,1,0,-17,-10,-17,·
COc1ccnc2c1c(=O)n(Cc1cccc(Cl)c1)c(=O)n2C,-1.3,1,-1,0.9,-12,-21,-7,-4,-2,-5,2
COc1ccc(N2CCN(C(CNC(=O)C(=O)NCc3ccc4c(c3)OCO4)c3ccco3)CC2)cc1 (centres undefined),-0.7,-2,-5,-0.2,-18,-5,1,-2,-12,-9,9
CC(C)OCCCNC(=O)Cn1ncc2c(=O)oc3ccccc3c21,-1.1,-8,17,-4.6,204,16,-1,-1,-5,-16,1
CCCc1ccc(C(=O)NNc2cccc(C)c2)cc1,-0.4,-6,-1,-3.3,104,5,4,0,-17,-15,7
O=S(=O)(c1cccc2nsnc12)N1CCc2ccccc21,0.7,-2,5,-1.7,·,9,25,-10,0,4,-1
Clc1ccc(CSc2cc3c(nn2)-c2ccccc2CC3)cc1,-0.3,-4,3,-2.9,-16,-4,-1,-10,0,-24,-6
O=C(C1CCC(Cn2c(=S)[nH]c3ccccc3c2=O)CC1)N1CCN(c2ccccn2)CC1 (centres undefined),-0.6,2,-3,-0.3,71,2,·,-7,-4,-3,4
COc1ccc(C)cc1NC(=O)Nc1ccc2c(c1)CCC2,0.3,-7,1,-2.9,-7,-1,0,23*,1,-5,25
CN(C)S(=O)(=O)c1ccc(NC(=O)COC(=O)CC2CC3CCC2C3)cc1 (centres undefined),-0.7,-3,-5,-7.6,-17,-12,-4,-5,-7,-10,3
Cc1cc(C)c[n+](-c2[nH]c(=O)sc2/C=N/N=C(\N)[S-])c1,1.1,1,-6,-4.2,-8,-1,-5,8,3,13,-2

# Three compounds out of the list above, ordered by the number in Rtt109 HAT inh, rising.
structure	C-LANA FP	Keap1-Nrf2 PPI	CDK5 p35 inh	Mot1-301 SUMO	Rtt109 HAT inh	NSD2 inh	dFosB act	PvdQ acylase	PfHsp90 yeast 2
COCc1ccc(C(=O)N2CCCC(Nc3ccc(F)c(F)c3)C2)s1 (centres undefined)	-0.7	-3	1.3	6	-4	23	-11	-10	-10
COc1cccc(/C=N/Nc2nc3ccccc3n3cnnc23)c1	-1.5	-7	0.4	-8	-3	-1	3	-14	3
O=C(Cn1cnc2c(OCc3ccccc3)ncnc21)NCc1ccccc1	-0.1	1	2.2	-17	0	·	-2	7	-7

# Two records drawn at random from the list so far, as already listed:
SMILES,C-LANA FP,Keap1-Nrf2 PPI,RTF Ca sens act,CDK5 p35 inh,Mot1-301 SUMO,Rtt109 HAT inh,NSD2 inh,dFosB act,Cardiac RTF inh,PvdQ acylase,PfHsp90 yeast 2
COc1ccc(N2CCN(C(CNC(=O)C(=O)NCc3ccc4c(c3)OCO4)c3ccco3)CC2)cc1 (centres undefined),-0.7,-2,-5,-0.2,-18,-5,1,-2,-12,-9,9
Cc1cc(C)c[n+](-c2[nH]c(=O)sc2/C=N/N=C(\N)[S-])c1,1.1,1,-6,-4.2,-8,-1,-5,8,3,13,-2
